From PubChem
GRP78 ERSR act: qHTS for Inducers of the Endoplasmic Reticulum Stress Response (ERSR) in Human Glioma: qHTS | 420,000 compounds, 0.02% hits | U87-MG GRP78 promoter luciferase reporter, 16 h | Potency, µM, for inactives: at the top dose activation, usual class: activators; also: potency is read from the fitted curve at half-maximal effect; series mostly up to about 76 µM; % of control where 0% means no effect; nearly all actives have a fitted effect of over 35% in size
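ERSR induction read as luciferase luminescence (Bright-Glo, 10 min at room temperature) in stably transfected human U87-MG glioma cells exposed to compounds for 16 h, using GRP78 as sensor.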
IDH1 R132H inh: qHTS for Inhibitors of mutant isocitrate dehydrogenase 1 (IDH1): qHTS | Isocitrate dehydrogenase [NADP] cytoplasmic (Homo sapiens), O75874 | IDH1-R132H enzyme, NADPH consumption, diaphorase/resazurin fluorescence | Potency, µM (highest dose often 76.6 µM), for inactives: at the highest dose activity change, negative = inhibition, actives largely listed as inhibitors | 390,000 compounds, 0.093% hits | AID 602179, 2012; also: potency is read from the fitted curve at half-maximal effect; % is scaled to controls: 0 for no effect and ±100 for the full control effect; nearly all actives have a fitted effect of over 65% in size
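IDH1-R132H (0.5 ug/mL) preincubated 30 min with compound, then NADPH (0.016 mM) and alpha-KG (2 mM) added; 80 min at RT, pH 7.5. Remaining NADPH coupled via diaphorase/resazurin to fluorescence (540/590 nm); concentration-response curves normalized to no-enzyme control.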
USP1 inh: Inhibitors of USP1/UAF1: Primary Screen; recombinant USP1/UAF1, Ub-Rhodamine cleavage fluorescence; Potency, µM (highest dose often 57.1 µM), inactives show at the top dose activity change, negative = inhibition, most hits filed as inhibitors; 390,000 compounds, 0.23% hits; AID 743255, 2014; Ubiquitin carboxyl-terminal hydrolase 1 (Homo sapiens), O94782; also: potency is read from the fitted curve at half-maximal effect; % is scaled to controls: 0 for no effect and ±100 for the full control effect; nearly all actives have a fitted effect of over 60% in size; inactives centre near -12
Target sequence (O94782 whole entry, looked up): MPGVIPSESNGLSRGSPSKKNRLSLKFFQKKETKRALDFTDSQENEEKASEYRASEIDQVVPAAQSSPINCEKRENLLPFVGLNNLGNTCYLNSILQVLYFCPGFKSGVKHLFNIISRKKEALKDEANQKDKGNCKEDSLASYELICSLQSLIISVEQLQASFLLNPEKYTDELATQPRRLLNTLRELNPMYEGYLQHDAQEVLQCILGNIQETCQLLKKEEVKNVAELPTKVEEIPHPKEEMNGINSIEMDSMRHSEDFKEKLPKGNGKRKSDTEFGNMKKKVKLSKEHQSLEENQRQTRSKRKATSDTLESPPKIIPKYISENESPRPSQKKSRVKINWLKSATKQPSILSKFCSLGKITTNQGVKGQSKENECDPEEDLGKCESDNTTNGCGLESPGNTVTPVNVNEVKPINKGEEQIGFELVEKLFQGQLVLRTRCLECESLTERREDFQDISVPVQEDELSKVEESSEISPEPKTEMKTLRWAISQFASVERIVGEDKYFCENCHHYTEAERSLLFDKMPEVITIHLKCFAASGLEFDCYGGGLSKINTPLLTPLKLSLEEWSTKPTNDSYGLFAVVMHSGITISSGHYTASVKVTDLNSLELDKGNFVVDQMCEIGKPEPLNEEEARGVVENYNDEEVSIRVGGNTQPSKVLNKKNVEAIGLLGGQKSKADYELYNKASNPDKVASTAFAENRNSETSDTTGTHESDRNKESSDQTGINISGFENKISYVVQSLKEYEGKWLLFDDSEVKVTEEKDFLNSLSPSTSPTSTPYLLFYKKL
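In this screen, compounds sit with the deubiquitinase complex (1nM) for 15 min at room temperature before Ub-Rho is added at 150nM final. Fluorescence rise is then followed for 6 reads every 60 seconds.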
LDHA block: qHTS assay for inhibitors of human lactate dehydrogenase; 480,000 compounds, 0.15% hits; activity change, % (values are at about 110 or 230 µM); L-lactate dehydrogenase A chain (Homo sapiens), P00338; purified LDHA, NADH/diaphorase-resazurin fluorescence; stronger effect = lower value; in the data active = activity change below about -30%; inconclusive = mostly about -25% to -30%;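 also: plate controls were DMSO wells for no effect and wells without enzyme for full effect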
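Human LDH5 (2 nM) was incubated with 0.06 mM NADH and 0.2 mM pyruvate for 5 min at room temperature in Tris pH 7.4. Remaining NADH was coupled through diaphorase/resazurin, and resorufin fluorescence was read at 0 and 20 min.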
Vif-APOBEC3G blk: qHTS for Inhibitors of Vif-A3G Interactions: qHTS; DNA dC->dU-editing enzyme APOBEC-3G (Homo sapiens), Q9HC16; Potency, µM (titrated, usually from 46.1 µM), for inactives: top-dose activity, negative = active, actives largely listed as inhibitors; AID 602310, 2012; 410,000 compounds, 0.076% hits; HeLa A3G-eYFP + Vif (tagged APOBEC3G with the HIV-1 protein that degrades it), YFP fluorescence, overnight;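 also: potency is read from the fitted curve at half-maximal effect; % is scaled to controls: 0 for no effect and ±100 for the full control effect; nearly all actives have a fitted effect of over 60% in size; hits raise eYFP signal because A3G escapes Vif-driven loss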
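HeLa cells stably expressing Vif and C-terminally eYFP-tagged A3G, seeded overnight at 37 deg C, then exposed to compound by pintool overnight at 37 deg C. Rise in yellow fluorescence (Ex 488/Em 500-530, Acumen) marks blocked Vif-driven A3G degradation.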
RXFP1 agonist: qHTS Assay for Agonists of the Relaxin Receptor RXFP1; Relaxin receptor 1 (Homo sapiens), Q9HBX9; HEK293T-RXFP1 cAMP TR-FRET, 30 min; response scale: percent of porcine relaxin response, buffer zero; Potency, µM (titrated, usually from 57.5 µM), inactives show top-dose activation, hits mostly activators; 370,000 compounds, 0.3% hits; also: potency is read from the fitted curve at half-maximal effect; % is scaled to controls: 0 for no effect and ±100 for the full control effect; nearly all actives have a fitted effect of over 60% in size; many of its hits are not listed in these tables
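HEK293T cells stably expressing RXFP1 were pretreated with the PDE4 inhibitor Ro 20174, exposed to compounds for 30 min at 37C, lysed, and cAMP was read by TR-FRET. Data normalized to buffer (basal) and 29 nM porcine relaxin (100%).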
Vif-APOBEC3F blk: qHTS for Inhibitors of Vif-A3F Interactions: qHTS. HeLa A3F-eYFP + Vif (tagged APOBEC3F with the HIV-1 protein that degrades it), YFP fluorescence increase. Potency, µM (titrated, usually from 46.1 µM), without a hit: at the highest dose activity, negative = active. AID 602313, 2012. 390,000 compounds, 0.2% hits; also: potency is read from the fitted curve at half-maximal effect; % of control where 0% means no effect; nearly all actives have a fitted effect of over 65% in size
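HeLa cells stably expressing A3F-eYFP plus Vif, plated and incubated overnight at 37 deg C, then exposed to compounds overnight at 37 deg C. Blocked degradation read as raised yellow fluorescence (Ex 488/Em 500-530).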
PI4K2A inh: qHTS for small molecular inhibitors of PI4K2A | 420,000 compounds, 0.13% hits | purified PI4K2A, ADP-Glo luminescence, 1 h; stronger effect = lower value | activity change, negative = inhibition, % at 76.9 µM; in the data active = activity change below about -50%; inconclusive = mostly about -30% to -49%;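 also: -100% = wells without enzyme as full effect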
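Compounds are screened against recombinant PI4K2A using PI as substrate and ATP, the latter dispensed at 300 microM. Reactions run one hour at ambient temperature before ADP-Glo detection; full inhibition defined by wells lacking enzyme.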
TrxR1 substrate: qHTS Assay for Substrates of Mammalian Selenoprotein Thioredoxin Reductase 1 (TrxR1): qHTS; Thioredoxin reductase 1, cytoplasmic (Rattus norvegicus), O89049; 390,000 compounds, 0.01% hits; purified TrxR1 substrate turnover, NADPH consumption readout; Potency, µM (top dose mostly 114 µM), inactives show top-dose activity change, negative = substrate turnover; AID 588456, 2011; also: potency is read from the fitted curve at half-maximal effect; % is scaled to controls: 0 for no effect and ±100 for the full control effect; nearly all actives have a fitted effect of over 50% in size
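Rat TrxR1, dispensed at 90 nM, was prereduced with 400 uM NADPH (final) for 5 min at ~22 deg C, then incubated with compound 15 min before 400 uM selenite. A first-read NADPH fluorescence drop versus no-compound background flagged substrates.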
Numbers without * were called inactive; ? = inconclusive; . = no result given; [ ] = remark or other dose. Unless noted, calls follow the shape of the dose curve; as a rule, active = well fitted curve in the direction sought with a large enough effect; inconclusive = small, poorly fitted or top-dose-only effect, or another doubt; inactive = no such curve, though single readings can be large; an effect the other way counts as inactive or inconclusive. Some of the compounds tested (hit frequency here may not be typical).

SMILES	GRP78 ERSR act	IDH1 R132H inh	USP1 inh	LDHA block	Vif-APOBEC3G blk	RXFP1 agonist	Vif-APOBEC3F blk	PI4K2A inh	TrxR1 substrate
Nc1cc(Cl)ccc1C(=O)OCC(=O)NC1CCS(=O)(=O)C1 (configuration not stated)	-1%	-7%	5%	-2	2%	0.5%	-7%	-1	124%[activator]
Cc1ccccc1CC(=O)NCc1cccnc1	-2%	7%	-8%	-8	0%	1.0%	0%	0	-11%
O=C(CN1CCN(c2ccccc2Cl)CC1)NC1CCCc2ccccc21 (configuration not stated)	-3%	4%	-21%	-11	-2%	-0.9%	5%	1	-13%
CCOc1ccc(CCNC(=O)Cn2ncn3c(cc4ccccc43)c2=O)cc1OCC	0%	-15%	-2%	-6	-2%	-0.4%	2%	-1	10%
O=C(c1ccccc1)c1c[nH]c2ccccc12	3%	2%	-12%	-5	-8%	2.0%	8%	3	0%
COc1ccccc1C(=O)O/N=C1/CCCc2c1ccc(OC)c2[N+](=O)[O-]	-6%	5%	1%	16	-6%	-1.2%	0%	4	6%[57.1 µM]
CCCC1Cc2c(sc3nc(SC)nc(N)c23)CO1 (configuration not stated)	-4%	8%	-16%	-8	0%	0.6%	2%	0	0%
COc1ccccc1CC1(C)NC(=O)N(CC(=O)N2CCc3ccccc3C2)C1=O (configuration not stated)	-1%	5%	-13%	-6	1%	-0.1%	-3%	-6	-5%
COc1cc(OC)cc(C(=O)N2c3ccc(F)cc3CCC2C)c1 (configuration not stated)	-1%	9%	-15%	-3	1%	-0.5%	1%	-1	0%
COc1cccc(-n2c(SCC(=O)c3c[nH]c4ccccc34)nc3ccccc3c2=O)c1	-4%	1%	-5%	-12	0%	0.3%	8%	0	1%

Single values from the list:
For Vif-APOBEC3F blk, CCOc1ccc(CCNC(=O)Cn2ncn3c(cc4ccccc43)c2=O)cc1OCC reads 2%
For Vif-APOBEC3F blk, COc1ccccc1CC1(C)NC(=O)N(CC(=O)N2CCc3ccccc3C2)C1=O (configuration not stated) reads -3%

Going on with the list.
SMILES	GRP78 ERSR act	IDH1 R132H inh	USP1 inh	LDHA block	Vif-APOBEC3G blk	RXFP1 agonist	Vif-APOBEC3F blk	PI4K2A inh	TrxR1 substrate
CCC(=O)Oc1ccc(C(CC)C(CC)c2ccc(OC(=O)CC)cc2)cc1 (configuration not stated)	-5%	5%	-16%	-5	0%	0.0%	-1%	3	10%
CNC(=O)N(O)C1N(C)C(=O)N(CC(=O)OC)C1(C)C (configuration not stated)	-1%	-4%	-2%	2	0%	0.4%	-15%	0	-5%
O=C(/C=N/O)Nc1cccnc1	-3%	2%	-18%	-8	1%	2.4%	-12%	-3	10%[57.1 µM]
CC(=O)Nc1ccc(NC(=O)c2ccc(Cl)c(S(=O)(=O)N3CCc4ccccc43)c2)cc1	-6%	2%	-18%	-12	0%	.	-7%	-1	-5%
O=C(NCC1CCCO1)c1ccc2c(c1)N(Cc1ccccc1)C(=O)CS2 (configuration not stated)	-6%	10%	-10%	-3	0%	1.7%	-8%	-1	6%[57.1 µM]
CC(=O)N1CCN(C(=O)CCc2cc(C(C)(C)C)c(O)c(C(C)(C)C)c2)CC1	0%	8%	-1%	-8	1%	-3.4%	-27%	3	-6%
COc1ccc(CC(=O)NC(C)c2ccc3ccccc3c2)cc1 (configuration not stated)	-2%	6%	-10%	-11	-1%	-0.1%	-3%	0	-1%
COC(=O)N/N=C\c1cccc(OC(=O)c2cccs2)c1	0%	13%	-27%	-7	-9%	-0.4%	-3%	5	6%[57.1 µM]
CCCN(CCC)C(=O)CSc1nc2n[nH]c(C)c2c(=N)n1-c1ccc(OCC)cc1	-2%	4%	-27%	1	-2%	0.8%	2%	6	4%[57.1 µM]
CCCSc1nc2c(cnn2-c2ccc(F)cc2)c(=O)[nH]1	-3%	-3%	-28%	-7	-1%	1.6%	-5%	4	2%
CC(=O)C1(O)C(C)CC2C3CC=C4CC(O)CCC4(C)C3CCC21C (configuration not stated)	-2%	1%	?	-10	-3%	.	0%	2	4%[2.29 µM]
CCC(NC(=O)Cc1cccs1)c1ccccc1 (configuration not stated)	1%	4%	-19%	0	1%	-0.2%	-1%	-3	5%
CCc1ccc(CNC(=O)C2COc3ccccc3C2)cc1 (configuration not stated)	1%	-3%	-8%	-1	-1%	-0.5%	-3%	-1	10%[57.1 µM]
Cc1ccsc1-c1n[nH]c(=S)n1C1CCCCC1	-1%	5%	-8%	-8	1%	3.7%	-10%	1	-10%
C/C(=N\Nc1nncc2ccccc12)c1ccc(OCC(=O)N(C)C)cc1	3%	7%	-3%	-4	-6%	-0.1%	-22%	-3	-12%
Cc1ccc(CNC(=O)CCS(=O)(=O)c2ccc3c(c2)NC(=O)CS3)cc1	-2%	-1%	-30%	-4	-4%	0.4%	1%	3	-6%
COc1ccccc1/C=c1\sc2nc(-c3ccccc3OC)nn2c1=O	-3%	-1%	-5%	2	-4%	2.2%	-4%	115	2%
COc1cccc(NC(=O)Cn2cc(C=O)c3ccccc32)c1	0%	-1%	-22%	-1	2%	0.2%	1%	0	-3%[57.1 µM]
Cc1ccccc1NS(=O)(=O)CCCCC(Cl)(Cl)Cl	-5%	13%	-9%	0	0%	0.0%	-1%	1	-18%[57.1 µM]
COc1ccccc1S(=O)(=O)N(C)C[C@@H]1OCc2cnnn2CCCC(=O)N([C@@H](C)CO)C[C@@H]1C	-4%	0%	-4%	-11	-3%	.	-8%	3	.
CN(Cc1ccc(Cl)cc1)C(C(=O)NC1CCCCC1)c1ccnc2ccccc12 (configuration not stated)	-4%	.	.	-9	-3%	.	.	-2	.
CCC(=O)N1CCc2cc(Br)cc(S(=O)(=O)CCC(=O)N3CCN(c4ccc(OC)cc4)CC3)c21	-3%	5%	?	-6	0%	-5.3%	4%	0	-9%
COc1cccc(N2CC(NS(=O)(=O)c3ccc4ccccc4c3)CC2=O)c1 (configuration not stated)	-2%	-11%	-8%	1	3%	0.4%	-2%	-1	-3%[57.1 µM]
CN1CCN(c2nc3c(c(=O)n(C)c(=O)n3C)n2Cc2ccccc2F)CC1	-3%	4%	0%	-10	1%	3.0%	7%	3	5%[57.1 µM]
COc1ccc(CNC(=O)c2ccc3c(c2)N(Cc2ccc(C)cc2)CCS3)cc1	-3%	-9%	?	-1	0%	7.4%	-6%	1	51%[activator]
Cc1cc(C)nc(NC(=O)c2ccc(Cl)cc2Cl)n1	-3%	6%	-7%	-11	4%	0.6%	-22%	3	5%
O=[N+]([O-])c1ccc(-c2cn(-c3ccc(Cl)cc3)c(=S)[nH]2)cc1	-4%	2%	-16%	-1	0%	0.2%	10%	-1	-9%
COc1ccc(N(CC(=O)NC2CCCC2)C(=O)Cn2nnc(-c3ccc(C)o3)n2)cc1	-4%	-3%	-15%	-6	-2%	1.4%	0%	2	2%[57.1 µM]
COc1ccc(C)cc1NC(=O)c1nn(C)c(C(=O)Nc2cc(C)ccc2OC)c1[N+](=O)[O-]	-3%	-2%	-10%	-13	0%	2.3%	-6%	0	-3%
COc1ccc(-n2c(CN3CCN(c4ccccn4)CC3)nc3ccc([N+](=O)[O-])cc3c2=O)c(OC)c1	-4%	-6%	-24%	1	-2%	-3.4%	11%	0	-8%

Results in PI4K2A inh and Vif-APOBEC3G blk (2 entries from above):
Structure,PI4K2A inh,Vif-APOBEC3G blk
COc1ccc(CNC(=O)c2ccc3c(c2)N(Cc2ccc(C)cc2)CCS3)cc1,1,0%
Cc1cc(C)nc(NC(=O)c2ccc(Cl)cc2Cl)n1,3,4%

Additional structures follow.
SMILES	GRP78 ERSR act	IDH1 R132H inh	USP1 inh	LDHA block	Vif-APOBEC3G blk	RXFP1 agonist	Vif-APOBEC3F blk	PI4K2A inh	TrxR1 substrate
COc1ccc(N2CCN(C(c3ccc(C)cc3)c3nnnn3C(C)(C)C)CC2)cc1 (configuration not stated)	-2%	.	.	3	1%	.	.	.	3%
CC(C)CN(C(=O)COC(=O)CSc1ccc(Br)cc1)C1CCS(=O)(=O)C1 (configuration not stated)	-3%	7%	-10%	-3	-3%	0.8%	-9%	1	-12%
O=C(Cn1cnc([N+](=O)[O-])n1)N/N=C/c1ccccc1O	-7%	8%	-22%	9	-12%	-0.3%	-3%	-5	-1%
COc1ccc2c(c1)CC(C(=O)Nc1cc(OC)c(OC)c(OC)c1)CO2 (configuration not stated)	-2%	1%	0%	2	0%	0.5%	4%	1	4%[57.1 µM]
CCOC(=O)c1c(NC(=O)COc2cccc(C)c2C)sc2c1CCCCC2	0%	19%	-27%	-7	0%	0.5%	-6%	0	8%
Cc1cc(C(=O)NN=Cc2c(C)[nH]c3ccccc23)c(C)o1	3%	1%	-11%	7	0%	.	-7%	-6	-10%
